Screens from PubChem BioAssay.
12-hLO inh: qHTS Assay for Inhibitors of 12-hLO (12-human lipoxygenase); Polyunsaturated fatty acid lipoxygenase ALOX12 (Homo sapiens), P18054; purified 12-hLO, xylenol orange hydroperoxide absorbance; Potency, µM (titrated, usually from 57.1 µM), without a hit: at the top dose activity change, negative = inhibition, usual class: inhibitors; 0.12% of 150,000 active; AID 1452, 2008; also: potency is read from the fitted curve at half-maximal effect; nearly all actives have a fitted effect of over 55% in size; many of its hits are not listed in these tables
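Lipoxygenase turnover measured by absorbance at 573 and 405 nm after Fe-XO development. Human 12hLO 150 nM, arachidonate 40 uM, pH 7.0 Hepes buffer with detergent; 15 min compound preincubation, 30 min reaction.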
ALOX15B inhib: qHTS Assay for Inhibitors of 15-hLO-2 (15-human lipoxygenase 2). purified 15hLO-2, xylenol orange hydroperoxide absorbance. Potency, µM (highest dose often 57.1 µM), inactives show top-dose activity change, negative = inhibition, actives largely listed as inhibitors. 0.56% of 110,000 active. AID 881, 2007; also: potency is read from the fitted curve at half-maximal effect; nearly all actives have a fitted effect of over 60% in size; many of its hits are not listed in these tables
Target sequence (O15296 whole entry, looked up): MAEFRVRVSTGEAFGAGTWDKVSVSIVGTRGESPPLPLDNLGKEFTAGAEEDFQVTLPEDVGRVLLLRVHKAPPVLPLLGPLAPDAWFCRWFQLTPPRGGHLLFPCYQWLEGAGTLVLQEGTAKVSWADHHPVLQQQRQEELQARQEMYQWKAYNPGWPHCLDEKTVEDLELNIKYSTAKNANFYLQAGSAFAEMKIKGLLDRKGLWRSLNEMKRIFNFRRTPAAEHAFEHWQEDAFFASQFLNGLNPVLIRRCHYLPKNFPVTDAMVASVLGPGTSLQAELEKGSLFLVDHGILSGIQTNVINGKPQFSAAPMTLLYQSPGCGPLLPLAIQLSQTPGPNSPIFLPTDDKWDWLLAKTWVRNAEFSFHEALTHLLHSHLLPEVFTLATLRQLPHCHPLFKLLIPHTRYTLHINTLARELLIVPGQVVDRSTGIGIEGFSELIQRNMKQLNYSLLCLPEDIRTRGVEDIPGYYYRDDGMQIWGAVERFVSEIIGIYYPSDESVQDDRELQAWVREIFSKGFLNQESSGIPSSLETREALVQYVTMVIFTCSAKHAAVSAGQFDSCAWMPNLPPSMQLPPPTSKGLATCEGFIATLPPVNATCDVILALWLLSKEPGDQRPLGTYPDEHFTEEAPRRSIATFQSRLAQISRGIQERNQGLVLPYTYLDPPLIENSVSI
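Enzyme 50 nM, AA 45 uM, 25 mM Hepes pH 7.5 + 0.01% Triton X-100; cpd preinc 15 min RT, rxn 90 min RT; stop/detect with 200 uM XO + 300 uM Fe(II) in 50 mM H2SO4, 30 min; A573/A405.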
IMPase inh: qHTS Assay for Identifying the Cell-Membrane Permeable IMPase Inhibitors; Inositol monophosphatase 1 (Rattus norvegicus), P97697; CHO-M1 cells, IP1 accumulation, HTRF TR-FRET ratio; inhibition (IP1 accumulation), % at 46.1 µM; 120,000 tested, under 10 active; active = well fitted curve in the direction sought with a large enough effect in the signal ratio, not every such curve was filed as active; inconclusive = small, poorly fitted or top-dose-only effect, or a change in a side signal; inactive = no such curve, though single readings can be large or run the other way; the % refers to the signal ratio;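 also: cells stimulated with carbachol in lithium chloride buffer; plate controls were DMSO basal wells for no effect and reference inhibitor wells for full effect; higher means more IMPase inhibition seen as more IP1 and lower FRET ratio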
Target sequence (P97697 whole entry, looked up): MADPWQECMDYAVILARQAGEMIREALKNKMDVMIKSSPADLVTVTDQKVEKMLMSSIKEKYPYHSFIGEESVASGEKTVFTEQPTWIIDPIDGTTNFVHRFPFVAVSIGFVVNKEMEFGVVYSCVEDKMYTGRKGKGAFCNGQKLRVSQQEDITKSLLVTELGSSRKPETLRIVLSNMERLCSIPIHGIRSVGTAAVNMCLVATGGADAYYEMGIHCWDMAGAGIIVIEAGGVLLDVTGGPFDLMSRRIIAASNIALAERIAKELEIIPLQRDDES
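Seeded CHO-M1 cells were dosed with compound at up to 46 uM, stimulated with carbachol for 30 min, then lysed in IP-One detection reagents. Higher IP1 lowers the TR-FRET signal.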
PNC inhibitor: High Content Assay for Compounds that inhibit the Assembly of the Perinucleolar Compartment | activity change (PNC), negative = inhibition, % at 10 µM | PC3M PTB-GFP, PNC prevalence imaging, 16 h; stronger effect = lower value | 3.1% of 140,000 active | AID 2417, 2010;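 active = readout at or below -70, meaning at least 70% loss of cells showing the perinucleolar compartment, a nuclear body marking cancer cells; inconclusive = readout between -30 and a set limit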;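 also: plate controls were DMSO wells for no effect and camptothecin positive control wells for full effect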
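Read-out is percentage of cells bearing a perinucleolar compartment, from automated 20x imaging of fixed, Hoechst-stained PC3M PTB-GFP cells. Cells were seeded 4 h, then exposed 16 h to compound (23 nl of library stock) in duplicate plates.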
* marks the source's active call; other numbers are inactive results; [ ] = another dose, or the depositor's remark. Unless noted, calls follow the shape of the dose curve; as a rule, active = well fitted curve in the direction sought with a large enough effect; inconclusive = small, poorly fitted or top-dose-only effect, or another doubt; inactive = no such curve, though single readings can be large; an effect the other way counts as inactive or inconclusive. Unless noted, % is scaled to controls: 0 for no effect and ±100 for the full control effect. Only part of the results is shown; the hit share may differ from the screen's.

Screening Cc1cc(N=Cc2c(O)n(-c3cccc(C(F)(F)F)c3)c(=O)c3ccccc23)no1 returned 12-hLO inh 1.0% and PNC inhibitor -0.6.
Screening CCn1cc(/C=N\NC(=O)c2csc3ccccc23)c(C)n1 returned 12-hLO inh 6.3%, ALOX15B inhib 0.9%, IMPase inh -0.9 and PNC inhibitor 28.5.
For CSc1nc(SCC(=O)NCc2ccco2)c2c3c(sc2n1)COC(C)(C)C3 the results were 12-hLO inh -9.3%, ALOX15B inhib -14.6%, IMPase inh 7.3 and PNC inhibitor -11.8.
For O=c1[nH]cnc2c([N+](=O)[O-])cccc12 the results were 12-hLO inh -3.4%, ALOX15B inhib 1.6%, IMPase inh -1.1 and PNC inhibitor 18.2.
COc1cc(C(=O)Nc2nncs2)cc(OC)c1OC was read as 12-hLO inh -6.5%, ALOX15B inhib 6.1%, IMPase inh 10.5 and PNC inhibitor 21.5.
`CCc1ccc(CCC(=O)Nc2ccc(C)c(C)c2)o1` gave 12-hLO inh 31.3%, ALOX15B inhib -0.7%[2.29 µM], IMPase inh 9.8 and PNC inhibitor -10.7.
`CCOC(=O)CN(C(=O)CSc1nnc(-c2ccncc2)n1CCCOC)c1ccccc1` gave 12-hLO inh -3.2%, IMPase inh inconclusive and PNC inhibitor inconclusive.
CCOC(=O)C1CCCN(S(=O)(=O)c2ccc(OC)cc2)C1 (stereo not drawn) was read as 12-hLO inh -0.2%, ALOX15B inhib 3.0%, IMPase inh -2.7 and PNC inhibitor 24.6.
`COC(=O)CN1C(=O)C(C)(C)Oc2ccc(C(=O)NC3CC3)cc21` gave 12-hLO inh -4.3%, ALOX15B inhib 5.3%, IMPase inh 10.1 and PNC inhibitor -23.6.
`C/C=C(\C)c1nnc(NC(=O)OCC)s1` gave 12-hLO inh -8.4%, ALOX15B inhib -4.4%, IMPase inh 0.6 and PNC inhibitor -29.2.
`CC(C)(C)C(=O)Nc1ncc(C(F)(F)F)cc1Cl` gave 12-hLO inh -1.9%, ALOX15B inhib 1.9%, IMPase inh -0.3 and PNC inhibitor inconclusive.
`COc1ccc(C(=O)OCC(=O)NC2CC2)cc1[N+](=O)[O-]` gave 12-hLO inh -1.7% and PNC inhibitor 6.1.
For c1ccc2sc(C3CCN(Cc4nnnn4Cc4ccc5c(c4)OCO5)CC3)nc2c1 the results were 12-hLO inh -11.4%, IMPase inh -2.2 and PNC inhibitor 1.9.
O=C(CSc1nnc(C2CCCCC2)n1Cc1ccccc1)NCc1ccco1 was read as 12-hLO inh -6.3%, ALOX15B inhib -13.3%, IMPase inh inconclusive and PNC inhibitor -1.3.
`COc1cccc(OC)c1-c1nn2c(-c3ccco3)nnc2s1` gave 12-hLO inh -7.1%, ALOX15B inhib -16.1%, IMPase inh -2.2 and PNC inhibitor inconclusive.
`Cc1nn(C(C)C(=O)NCC2CCCO2)c(=O)c2cc3occc3n12` (stereo not drawn) gave 12-hLO inh -5.5%, ALOX15B inhib 14.2%, IMPase inh 16.7 and PNC inhibitor -12.9.
Screening COc1ccc(N2CCN(C(=O)c3c(-c4ccccc4)noc3C)CC2)cc1 returned 12-hLO inh 3.1%, IMPase inh -1.7 and PNC inhibitor -17.5.
`N#CNC(=Nc1ccc(F)cc1)SCc1ccccc1` gave 12-hLO inh 0.9%, IMPase inh -24.6 and PNC inhibitor 21.3.
Screening CN(CC(=O)NCc1ccccc1)S(=O)(=O)c1cnc[nH]1 returned 12-hLO inh 11.9%, ALOX15B inhib -0.9%, IMPase inh 1.0 and PNC inhibitor 38.4.
`CCc1ccc(OCC(O)CN2CCN(c3ccccc3)CC2)cc1` (stereo not drawn) gave 12-hLO inh -7.8%, ALOX15B inhib 31.6%[activator], IMPase inh 2.4 and PNC inhibitor -27.6.
`CCOC(=O)c1csc(NC(=O)CSc2nnnn2-c2ccc(OC)c(OC)c2)n1` gave 12-hLO inh -6.0%, ALOX15B inhib 0.3%, IMPase inh 5.6 and PNC inhibitor 28.1.
CCCCC(=O)Nc1ccc(NC(=O)c2ccc3c(c2)OCO3)cc1OC was read as 12-hLO inh 4.7%, ALOX15B inhib 6.8%[2.29 µM], IMPase inh 2.2 and PNC inhibitor inconclusive.
For NC(=O)NC(=O)CSc1cccc(C(F)(F)F)c1 the results were 12-hLO inh -0.3%, IMPase inh 2.1 and PNC inhibitor 107.8.
For CCOc1ccc(Cn2nnc(C(=O)NCc3ccccc3)c2N)cc1 the results were 12-hLO inh -8.5%, ALOX15B inhib 4.3%, IMPase inh -1.3 and PNC inhibitor 21.3.
`Cc1ccc(NC(=O)C(Nc2cccc(C)c2)c2ccccc2)cc1` (stereo not drawn) gave 12-hLO inh -3.3% and PNC inhibitor 16.2.
Screening COc1ccc(-c2ccc(-c3noc(-c4cccc(OC)c4)n3)c(OC)n2)cc1 returned 12-hLO inh 0.5%, ALOX15B inhib -13.4%, IMPase inh 6.6 and PNC inhibitor 27.3.
`c1ccc(C2CC(c3ccccc3)n3c(nc4ccccc43)N2)cc1` (stereo not drawn) gave 12-hLO inh -3.0%, IMPase inh 16.0 and PNC inhibitor 27.6.
O=C(C/C=N/OCc1c(Cl)cccc1Cl)c1ccccc1 was read as 12-hLO inh -10.6%, ALOX15B inhib -2.2%, IMPase inh 2.0 and PNC inhibitor 52.5.
For COC(=O)c1cc2ccc(OC)c(OC)c2c(=O)s1 the results were 12-hLO inh 9.8%, ALOX15B inhib -2.2%, IMPase inh -8.1 and PNC inhibitor -10.5.
Cc1nnc(-n2cnc3ccccc32)c2ccccc12 was read as 12-hLO inh -3.5%, ALOX15B inhib -5.9%, IMPase inh -3.9 and PNC inhibitor -1.9.
COc1cccc(N(C(C)=O)c2nc(C)cc(C)c2C#N)c1 was read as 12-hLO inh -4.5%, ALOX15B inhib 3.1%[2.29 µM], IMPase inh -2.9 and PNC inhibitor 3.7.
`CCOC(=O)CC(=O)CSc1nc2c(cc1C#N)CCC2` gave 12-hLO inh -7.1%, ALOX15B inhib -12.1%, IMPase inh -5.5 and PNC inhibitor -20.2.
O=C(OCc1csc(-c2ccccc2)n1)c1cccs1 was read as 12-hLO inh 3.0%, ALOX15B inhib 13.2%, IMPase inh 6.8 and PNC inhibitor inconclusive.
Screening COc1ccc(Nc2cc(C)nc(-n3nc(C)cc3C)n2)cc1 returned 12-hLO inh 1.7%, ALOX15B inhib 34.9%[activator], IMPase inh 8.4 and PNC inhibitor -93.3*.
Screening Cc1cc(C)n(-c2ccc(C(=O)OCc3nnc(-c4ccccc4)o3)cc2)n1 returned 12-hLO inh -2.9%, ALOX15B inhib -4.7%, IMPase inh -9.6 and PNC inhibitor -12.1.
Screening COCCCNCCCCOc1ccc(Br)cc1Cl returned 12-hLO inh 1.1% and PNC inhibitor inconclusive.
`C=C(C)CSC1=C(C#N)C(c2ccccc2Cl)CC(=O)N1` (stereo not drawn) gave 12-hLO inh -10.9%, ALOX15B inhib -21.5%, IMPase inh -8.1 and PNC inhibitor 26.3.
`COc1cc(CC(CC(=O)O)CC(C)OCc2ccccc2)cc(OC)c1` (stereo not drawn) gave 12-hLO inh -2.5% and PNC inhibitor -6.6.
For CCOc1ccc(N2C(=O)Nc3ccccc3C2(O)C(=O)NCc2ccc3c(c2)OCO3)cc1 (stereo not drawn) the results were 12-hLO inh 9.5%, ALOX15B inhib -4.3%, IMPase inh 2.9 and PNC inhibitor 15.7.
For CCOC(=O)N1CCN(C(=O)c2cc3c(=O)n(C)c4ccccc4c3n2C)CC1 the results were 12-hLO inh 1.6%, ALOX15B inhib -3.8%, IMPase inh 3.0 and PNC inhibitor 28.9.
For CCOc1ccc(/C=N/NC(=O)COc2ccccc2-c2ccccc2)cc1 the results were 12-hLO inh -2.6%, ALOX15B inhib -6.0%, IMPase inh 13.0 and PNC inhibitor 74.4.
Screening Cc1cc2c(c(=O)o1)C(Cc1ccccc1)C(C#N)=C(N)O2 (stereo not drawn) returned 12-hLO inh -6.5%, ALOX15B inhib -6.4%, IMPase inh 5.3 and PNC inhibitor 30.3.
For O=C(Nc1ccccc1)Nc1nnc(SCc2ccc(Cl)cc2)s1 the results were 12-hLO inh -2.6% and PNC inhibitor -17.7.
For CCOC1=NS(=O)(=O)c2ccccc21 the results were 12-hLO inh -2.5%, IMPase inh -0.8 and PNC inhibitor 27.8.
Screening COc1ccc(NC(=O)c2c(-c3ccccc3Cl)noc2C)c(OC)c1 returned 12-hLO inh -5.0%, ALOX15B inhib 3.0%, IMPase inh 5.6 and PNC inhibitor 1.3.
O=C(Cn1cc(C(=O)c2cccs2)c2ccccc21)NCc1ccc2c(c1)OCO2 was read as 12-hLO inh -1.6%, ALOX15B inhib -3.2%, IMPase inh -1.4 and PNC inhibitor -9.5.
CCN(Cc1ccccc1)S(=O)(=O)c1nc2nc(C)c(C)c(C)n2n1 was read as 12-hLO inh 0.3%, ALOX15B inhib -3.2%, IMPase inh 3.5 and PNC inhibitor 18.3.
Screening CC(=O)/C(=N\Nc1ccccc1Cl)Sc1cccc2cccnc12 returned 12-hLO inh -0.1% and PNC inhibitor -14.4.
`COc1ccccc1-c1cc(C(F)(F)F)nc(S(=O)(=O)CCCC(=O)N2CCCCC2C)n1` (stereo not drawn) gave 12-hLO inh -4.5%, ALOX15B inhib -1.1%, IMPase inh -0.2 and PNC inhibitor -10.8.
Screening Oc1cc2ccccc2cc1-c1n[nH]c(=S)o1 returned 12-hLO inh -24.6%, ALOX15B inhib -0.3%, IMPase inh -10.0 and PNC inhibitor inconclusive.
Screening CCN(CC)CCN1c2ccccc2Sc2ccc3ccccc3c21 returned 12-hLO inh -13.7%[11.4 µM] and ALOX15B inhib -16.2%[11.4 µM].
For COc1ccc(C2c3c(ccc4ccccc34)Oc3ncn4nc(-c5ccco5)nc4c32)cc1OC (stereo not drawn) the results were 12-hLO inh -0.4%, IMPase inh -5.6 and PNC inhibitor -19.0.
`Cc1ccc(OCCSc2nnc(NC(=O)c3ccco3)s2)cc1` gave 12-hLO inh -2.2%, ALOX15B inhib 2.5%[11.4 µM], IMPase inh -10.4[1.84 µM] and PNC inhibitor inconclusive.
COC(=O)c1c(-c2ccc(F)cc2)csc1NC(=O)c1ccco1 was read as 12-hLO inh -5.5%, ALOX15B inhib -2.2%, IMPase inh 16.1 and PNC inhibitor 11.8.
COc1ccc(C(N)=S)c(OC)c1 was read as 12-hLO inh -0.2% and PNC inhibitor -1.4.
Screening CCn1c(Cn2nnc(-c3ccccc3)n2)nnc1SCc1ccc(Cl)c(Cl)c1 returned 12-hLO inh -8.1%, ALOX15B inhib 1.1%, IMPase inh 6.3 and PNC inhibitor 16.1.
`C/C(=N/NC(=O)c1ccc2nc[nH]c2c1)c1cccs1` gave 12-hLO inh 0.4%, IMPase inh -2.3 and PNC inhibitor -14.3.
CC1CCN(S(=O)(=O)c2cc(Cl)ccc2Br)CC1 was read as 12-hLO inh -12.3%, ALOX15B inhib -5.6%, IMPase inh 10.3 and PNC inhibitor 41.1.
For COCCn1c(SCC(=O)N2CCCCC2)nc2ccccc2c1=O the results were 12-hLO inh -4.1%, ALOX15B inhib 10.8%, IMPase inh 2.8 and PNC inhibitor 20.4.
Screening CCOC(=O)C1=C(C)Nc2ncnn2C1c1ccc2c(c1)OCO2 (stereo not drawn) returned 12-hLO inh 1.7%, ALOX15B inhib 4.0%, IMPase inh 3.8 and PNC inhibitor 35.0.
C=CC1=C(C)C2=NC1=CC1=NC(=CC3=NC(=CC4=NC(=C2)C(C)=C4CCC(=O)O)C(CCC(=O)O)=C3C)C(C=C)=C1C.[Zn] was read as 12-hLO inh inconclusive, ALOX15B inhib 12.6µM* and IMPase inh -17.1.
